# ELG1 genotox: genotoxicity induction in ELG1-luciferase HEK293T cells. HEK293T ELG1-luciferase reporter, luminescence, 16 h. Potency, µM (series often up to 46 µM), for inactives: at the top dose activity change, positive = activation, usual class: activators. 330,000 tested, 1.3% active. AID 504466; note: % of control where 0% means no effect; nearly all actives have a fitted effect of over 60% in size
#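 Genotoxicity was scored as increased ELG1-luciferase reporter signal, measured by ONE-Glo luminescence (30 min, room temperature). Compound or vehicle exposure of the HEK293T reporter cells lasted 16 hr at 37°C.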
# VP16 counter: counter-screen for ROR gamma inhibitors: Gal4-VP16 reporter | Drosophila S2 Gal4-VP16 UAS-luciferase, luminescence, 20 h | Potency, µM (series often up to 53.6 µM), for inactives: at the top dose activity, negative = inhibition, most hits filed as inhibitors | 310,000 tested, 3.5% active | AID 2546;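 note: Gal4-VP16 expression switched on by copper sulfate through the metallothionein promoter; % is set by controls: 0 for no effect and ±100 for the full control effect; nearly all actives have a fitted effect of over 50% in size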
# NPC1 prom act: NPC1 promoter activation; Huh7 NPC1 promoter luciferase reporter, 24 h; Potency, µM (highest dose often 9.22 µM), for inactives: top-dose activation, actives largely listed as activators; 320,000 tested, 2.4% active; AID 485313;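 note: % of control where 0% means no effect; nearly all actives have a fitted effect of over 60% in size; reporter is driven by a mutant NPC1 promoter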
#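 Stable NPC1-promoter luciferase Huh7 line; cpd (DMSO) 24 h, 37 °C, 5% CO2; Amplite luciferase reagent 10 min RT; luminescence readout. qHTS format.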
# p53 reactivation: re-activators of mutant p53; H1299 p53-A138V BP100-luciferase reporter, luminescence, 24 h; Potency, µM (highest dose often 92.2 µM), for the others: at the top dose activity change, positive = activation, actives largely listed as activators; 320,000 tested, 0.063% active; note: % of control where 0% means no effect; nearly all actives have a fitted effect of over 45% in size
#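 H1299 (p53-null), stable ts p53-A138V + BP100-Luc; 1000 cells/well, Opti-MEM/10% FBS; cpd 4 pt, 1:5; 24 h, 37 deg C, 5% CO2; detection reagent 10 min RT; luminescence.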
# RORgamma inh: blocks mouse ROR gamma transcriptional activity; P51450; Drosophila S2 Gal4-RORgamma UAS-luciferase reporter, 20 h; Potency, µM (highest dose often 53.6 µM), for the others: at the highest dose activity change, negative = inhibition, actives largely listed as inhibitors; 310,000 tested, 5.4% active; AID 2551; note: % is set by controls: 0 for no effect and ±100 for the full control effect; nearly all actives have a fitted effect of over 60% in size
# Target sequence (P51450 whole entry, looked up, the tested form may be a part): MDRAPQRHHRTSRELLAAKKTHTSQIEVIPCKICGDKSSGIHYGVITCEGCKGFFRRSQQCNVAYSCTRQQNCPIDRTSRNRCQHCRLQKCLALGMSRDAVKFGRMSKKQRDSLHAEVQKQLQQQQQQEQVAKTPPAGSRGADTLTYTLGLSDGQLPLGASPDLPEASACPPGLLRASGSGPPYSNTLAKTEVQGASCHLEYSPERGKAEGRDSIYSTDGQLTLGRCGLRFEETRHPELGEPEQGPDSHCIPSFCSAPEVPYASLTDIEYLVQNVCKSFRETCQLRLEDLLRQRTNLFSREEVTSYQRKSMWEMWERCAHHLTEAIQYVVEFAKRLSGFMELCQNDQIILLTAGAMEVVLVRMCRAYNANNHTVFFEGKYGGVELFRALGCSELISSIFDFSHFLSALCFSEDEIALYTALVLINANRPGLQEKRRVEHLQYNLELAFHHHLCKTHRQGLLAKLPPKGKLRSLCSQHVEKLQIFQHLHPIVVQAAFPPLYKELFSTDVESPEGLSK
#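 Using a luciferase readout, inhibitors were identified by reduced reporter activity in Drosophila cells coexpressing a copper-inducible Gal4–ROR gamma fusion and UAS-driven Photinus luciferase, incubated 20 hr after 700 uM copper sulfate.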
# BRCA1 expr act: activators of BRCA1 expression | MCF7-BRCA1-FFLuc reporter, luminescence, 48 h; response scale: scaled: vehicle 0%, 10 µM genistein 100% | Potency, µM (top dose mostly 46.1 µM), for the others: top-dose activation, usual class: activators | 380,000 tested, 1.1% active | AID 624202; note: nearly all actives have a fitted effect of over 80% in size; some results filed as inactive show a strong effect at the top dose
#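 MCF7-BRCA1-FFLuc, 2000 cells/well; 2 h attach, 37 °C/5% CO2; compound 48 h; luciferase substrate 15 min; luminescence end-point. Norm. to genistein 10 microM max activation and DMSO; concentration-response curves fitted.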
# uPA generation: cell surface uPA generation inhibition. cell surface uPA generation assay, qHTS. Potency, µM (highest dose often 38.3 µM), for the others: at the top dose activity change, negative = inhibition, most hits filed as inhibitors. 330,000 tested, 0.31% active. AID 540303; active = well fitted inhibition curve with a large enough effect; inconclusive = small, poorly fitted or top-dose-only effect; inactive = no such curve, though single readings can be large or run the other way; tested in mouse RAW 264.7 cells; note: % is set by controls: 0 for no effect and ±100 for the full control effect; nearly all actives have a fitted effect of over 55% in size
# FLuc modulator: inhibits or activates purified firefly luciferase, miR-21 counter-screen; P08659; purified FLuc, Km substrates, luminescence inhibition; Potency, µM (doses to about 57.5 µM), for the others: top-dose activity change, negative = inhibition, most hits filed as inhibitors; 360,000 tested, 6.9% active;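 note: plate controls were vehicle for no effect and reference inhibitor for full effect; nearly all actives have a fitted effect of over 55% in size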
# Target sequence (P08659 whole entry, looked up): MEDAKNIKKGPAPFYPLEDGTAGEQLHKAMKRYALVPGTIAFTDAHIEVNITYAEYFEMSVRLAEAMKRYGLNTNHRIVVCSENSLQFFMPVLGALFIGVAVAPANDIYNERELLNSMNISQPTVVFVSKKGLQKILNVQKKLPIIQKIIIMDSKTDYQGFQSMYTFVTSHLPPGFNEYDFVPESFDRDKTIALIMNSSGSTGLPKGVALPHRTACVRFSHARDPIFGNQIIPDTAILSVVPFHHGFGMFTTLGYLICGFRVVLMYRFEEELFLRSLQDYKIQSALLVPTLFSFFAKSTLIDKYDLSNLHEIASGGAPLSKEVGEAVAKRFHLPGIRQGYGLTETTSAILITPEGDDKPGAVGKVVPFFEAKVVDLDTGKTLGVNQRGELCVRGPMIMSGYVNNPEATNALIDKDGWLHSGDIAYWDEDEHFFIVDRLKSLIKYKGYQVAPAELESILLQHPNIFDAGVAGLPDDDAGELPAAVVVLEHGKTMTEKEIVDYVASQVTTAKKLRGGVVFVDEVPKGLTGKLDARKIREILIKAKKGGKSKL
#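 Biochemical qHTS of compounds, final roughly 60 µM downward over six points, against 10 nM purified firefly luciferase using Km concentrations of substrates (10 uM D-luciferin, 10 uM ATP) in Tris acetate pH 7.5 buffer; luminescence output.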
# Rab9 prom act: activates the Rab9 promoter | 320,000 tested, 2.8% active | Potency, µM (highest dose often 9.22 µM), without a hit: at the top dose activation, negative = inhibition, hits mostly activators | AID 485297 | Huh7 Rab9 promoter-luciferase reporter, luminescence, 24 h; note: % of control where 0% means no effect; nearly all actives have a fitted effect of over 60% in size
#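 Stable Rab9-luc Huh7, 1500 cells/well, 2 h settle; cmpd in DMSO, 24 h, 37 °C/5% CO2; luciferase reagent 10 min RT; luminescence.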
# MBNL1 CUG block: blocks human MBNL1 binding to CUG repeat RNA; Q9NR56; TR-FRET MBNL1-His/biotin-(CUG)12 binding, 665/545 ratio; Potency, µM (series often up to 57.5 µM), without a hit: at the top dose activity change, negative = inhibition, actives largely listed as inhibitors; 280,000 tested, 0.036% active; AID 2675; active = well fitted inhibition curve with a large enough effect in the signal ratio, with a control signal flat, not every such curve was filed as active; inconclusive = small, poorly fitted or top-dose-only effect, or effect the other way, or a change in a side signal; inactive = no such curve, though single readings can be large or run the other way; the % refers to the signal ratio; note: % is set by controls: 0 for no effect and ±100 for the full control effect
#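 TR-FRET between His-tagged MBNL1 and biotin-(CUG)12 RNA, detected with Tb anti-His antibody (0.055 ng/ul) and streptavidin-XL665 (5 nM), 60 min at room temperature. Compounds titrated 92 nM to 58 uM; 665/545 nm ratio normalized to buffer and complex controls.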
# * = called active by the depositor; ? = inconclusive; nt = no result given; [ ] = dose if it differs, or a comment. Unless noted, calls come from the whole dose curve; as a rule, active = well fitted curve in the direction sought with a large enough effect; inconclusive = small, poorly fitted or top-dose-only effect, or another doubt; inactive = no such curve, though single readings can be large; an effect the other way counts as inactive or inconclusive. Potency is the fitted concentration of half-maximal effect.
SMILES,ELG1 genotox,VP16 counter,NPC1 prom act,p53 reactivation,RORgamma inh,BRCA1 expr act,uPA generation,FLuc modulator,Rab9 prom act,MBNL1 CUG block
Clc1ccc(Cl)c(OCCCCN2CCCCC2)c1,-8.6%,-9.3%,0.1%,6.8%,-18.1%,0.8%,-1.5%,0.1%,0.3%,-1.4%
Cc1c(C(=O)NN)sc(=S)n1C,-1.0%,-13.6%,-4.7%,1.7%,10.7%,-21.8%,0.1%,-0.1%,1.2%,26.4%
COc1nc(N)nc(CC(=O)C2CC2)n1,-0.1%,0.6%,-1.5%,4.1%,-7.9%,-1.2%,6.5%,2.5%,-6.6%,13.0%
CCOC(=O)Cc1csc(NC(=O)/C=C/c2ccc(Br)o2)n1,-8.3%,-5.5%,0.7%,4.8%,-19.9%,6.0%,-18.1%,6.75µM*,0.5%,?
CCOC(=O)/C(=C\C=C1/Sc2ccccc2N1CC)C(C)=O,-1.1%,2.9%,-0.7%,-6.1%,33.2%,16.7%,7.2%,?,14.7%,nt
COCCNC(=O)CN(C(=O)CCC(=O)Nc1ccccn1)c1ccc(C)cc1,3.7%,-1.3%,-1.9%,nt,-14.1%,-0.2%,1.5%,5.2%,-3.7%,1.7%
O=C(NC(Cc1c[nH]c2ccccc12)C(=O)OCC(=O)c1cccc2ccccc12)c1cccs1 (stereo unspecified),-2.6%,-1.2%,-1.8%,-3.7%,40.5%,-18.6%,5.7%,?,-2.1%,nt
Cc1ccc(-c2cc(C(=O)N3CCN(C(=O)c4ccco4)CC3)[nH]n2)c(C)c1,2.4%,-10.3%,-0.2%,-0.1%,?,-0.9%,3.9%,?,4.8%,-6.3%
O=C(COC(=O)[C@H](Cc1ccccc1)NC(=O)c1ccco1)NCc1ccccc1,-0.6%,-3.9%,-1.5%,2.5%,-4.2%,5.5%[1.84 µM],1.9%,5.0%,-3.9%,0.6%
COc1cccc(/C=N/c2sc(Cc3ccccc3)c(C)c2C(N)=O)c1O,5.1%,-1.6%,0.7%,?,-26.7%,-16.0%,3.7%,-10.7%,-0.3%,-5.5%
O=C(Oc1ccc(Br)cc1C(=S)N1CCOCC1)c1ccc([N+](=O)[O-])cc1[N+](=O)[O-],6.6%,-24.9%,1.0%,6.9%,-18.1%,-18.1%,nt,-7.7%,3.2%,?
COc1ccc(-c2nnc(SCC3CCCO3)n2C)cc1 (stereo unspecified),-20.0%,-4.2%[10 µM],13.4%,9.8%,-11.6%,49.5%,5.6%,-0.7%,16.3%,1.7%
O=C(NCCCN1CCOCC1)c1ccc(CS(=O)(=O)c2c(Cl)cccc2Cl)o1,2.0%,-15.2%,-0.1%,-5.4%,27.1%,0.0%,8.7%,5.0%,2.8%,0.0%
O=C(CCN1CCOCC1)N1c2ccccc2Sc2ccc(Cl)cc21,-0.4%,5.2%,-9.6%,-3.8%,7.0%,-19.5%,-2.3%,1.1%,1.6%[1.84 µM],-0.1%
Cc1ccc(NC(=O)c2ccco2)cc1C,?,-7.3%,2.82µM*,?,-29.3%,?,-7.6%,9.53µM*,3.98µM*,-5.4%
COc1ccc(N2C(=O)[C@@H]3C(c4cccnc4)=NO[C@@H]3C2=O)cc1,2.8%,6.8%,7.8%,-1.6%,-10.8%,-7.4%,7.3%,-7.9%,-2.9%,-0.8%
CCCC1O[C@@H]2C[C@H]3[C@@H]4CCC5=CC(=O)C=C[C@]5(C)[C@H]4[C@@H](O)C[C@]3(C)[C@]2(C(=O)CO)O1 (stereo partly specified),14.1%,4.2%,-2.4%[46.1 µM],1.1%,12.6µM*,-6.3%,-20.2%,1.2%,-10.0%[46.1 µM],-9.4%
O=C(CSc1nc(C2CC2)nc2ccccc12)Nc1cccc(O)c1,9.2%,-8.2%,-0.2%,0.9%,15.2%,-2.5%,-0.6%,1.2%,-1.7%,-1.8%
CN(Cc1ccc(F)cc1)C(=O)c1cccc(OCc2ccccc2)c1,-9.9%,-0.8%,-0.1%,9.8%,27.7%,-17.6%,nt,0.1%,1.2%,-3.9%
O=C(Nc1ccnn1C1CCN(Cc2ccccc2OC(F)F)CC1)c1cccc(F)c1,-3.0%,-5.4%,2.1%,14.3%,4.8%,-0.1%,-5.7%,-14.0%,0.1%,-0.4%
COc1ccc(CC(NC(C)=O)C(=O)NC2CCN(C(=O)c3ccc(OC)c(OC)c3)CC2)cc1OC (stereo unspecified),-1.3%,-7.8%,-0.3%,4.4%,6.3%,2.1%,-4.2%,0.7%,-11.5%,-15.7%
C#CCNC(=O)C1=C[C@@H](c2ccc(C(F)(F)F)cc2)[C@H](CCCO)[C@@H](OCC)O1,-1.2%,0.8%,0.6%,-1.0%,34.7%,-2.6%,7.0%,1.6%,12.7%,-7.5%
COc1ccc(-c2cn3nc4c(nc3n2)CCCC4)cc1,?,1.26µM*,0.447µM*,15.1%,?,22.9%,-11.3%,0.536µM*,0.355µM*,?
N#Cc1cccnc1N1CCN(C(=O)c2cccc3c2C(=O)c2ccc(-c4ccc(Cl)c(C(F)(F)F)c4)cc2S3(=O)=O)CC1,-1.8%,nt,nt,-1.1%,nt,0.6%,-1.4%,nt,nt,nt
Cc1cccn2c(=O)c3cc(C(=O)NCCN4CCOCC4)n(C)c3nc12,?,-3.8%,?,?,2.2%,-1.1%,-1.4%,?,19.8%,6.4%

# Carrying on.
SMILES,ELG1 genotox,VP16 counter,NPC1 prom act,p53 reactivation,RORgamma inh,BRCA1 expr act,uPA generation,FLuc modulator,Rab9 prom act,MBNL1 CUG block
COc1ccc(CN(C)S(=O)(=O)c2nnc(NC(=O)c3cccc(OC)c3)s2)cc1,-3.4%[9.26 µM],-10.9%,-2.2%,6.1%,12.4%,2.6%,0.0%,-1.1%,0.7%,45.7%[activator]
COc1ccc(CN2CCC(=O)N([C@H](CO)c3ccccc3)CC2)cc1OC,0.3%,-7.0%,-0.6%,8.8%,4.8%,0.0%,-15.7%,-1.0%,-0.8%,-2.1%
Cc1ccc(OCC(=O)Nc2cccnc2Cl)cc1C,13.9%,0.6%,-4.3%,?,-7.5%,15.0%,2.2%,?,-3.8%,0.6%
O=c1[nH]c(C2CCN(S(=O)(=O)c3ccc(S(=O)(=O)NC4CC4)cc3)CC2)nc2c1nnn2Cc1cccc(F)c1,-0.8%,-2.5%,-0.8%,4.3%,41.0%,-61.9%,-3.1%,1.2%,0.0%,0.3%
CCCCCNc1nc(NCCCO)c(C#N)c2c1CN(C)CC2,-5.2%,4.7%,-0.5%,4.5%,-0.6%,-23.5%,1.9%,0.0%,-1.5%,0.0%
CCOc1ncccc1C(=O)N1CCCSC1=Nc1ccc(C(C)=O)cc1,4.7%,0.2%,2.1%,-0.6%,1.0%,0.5%,-4.7%,-2.1%,1.2%,-7.3%
CN1C(=O)/C(=C/c2ccccc2F)Sc2ccc(C(=O)NCC3CCCO3)cc21 (stereo unspecified),-9.5%,-8.6%,1.7%,3.7%,16.3%,-21.0%,-12.3%,?,-1.6%,?
O=C(NC1CCCc2c1cnn2-c1ccc(F)cc1F)c1cnccn1 (stereo unspecified),-3.1%,-18.7%,-10.4%,-0.6%,?,-28.0%,-3.7%,3.0%,-9.4%,12.1%
CCOc1ccc(/C=N\NC(=O)CC(=O)NCCc2ccccc2)cc1,-2.4%,nt,-2.3%,nt,nt,-9.3%,6.4%,-0.4%,-0.9%,0.9%
COc1ccc(C(=O)NCCc2c[nH]c3ccccc23)cc1[N+](=O)[O-],-14.2%,4.5%,-0.5%,5.9%,27.6%,-0.6%,1.4%,-0.2%,20.0%,?
Cc1ccc(C(OC(=O)c2ccco2)C(=O)NC2CCCCC2)cc1 (stereo unspecified),-1.1%,-2.1%,1.3%,-1.2%,9.6%,2.1%,-1.6%,0.7%,-6.6%,-8.9%
O=C1C2CC=CCC2C(=O)N1CC(=O)N(Cc1ccccc1)C1CCS(=O)(=O)C1 (stereo unspecified),1.5%,-6.6%,-0.5%,-2.0%,-1.0%,-3.0%,-7.9%,4.3%,0.0%,5.3%
CCC(=O)OCC(=O)Nc1cc(C)c(C)cc1[N+](=O)[O-],2.7%,1.9%,-3.8%,-8.4%,-11.1%,13.0%,4.0%,-13.1%,0.8%,?
O=C1CSCN1c1ccc(Cl)c(Cl)c1,1.4%,-5.7%[10 µM],-10.4%,-4.9%,-1.1%,0.5%,-7.4%,-1.9%,-7.9%,-1.8%
C[C@@H]1NC(=O)[C@@]2(C)[C@@H](c3ccccc3)[C@H]3COc4ccc(Cl)cc4[C@@H]3N2C1=O,0.5%,nt,-3.2%,-15.1%,nt,11.9%,7.8%,-0.6%,-7.3%,nt
Cc1nc2c(c(=O)c3ccccc3n2C)c(=O)n1C1CCCCCC1,6.6%,4.3%,12.1%,2.6%,-20.6%,51.8%,-2.5%,?,14.8%,-12.8%
O=C(CN1CCN(S(=O)(=O)N2CCCCCC2)CC1)Nc1ccc(F)cc1,-6.0%,-16.1%,-2.9%,-3.2%,36.6%,-16.9%,2.3%,2.1%,-0.4%,-1.8%
COCC(=O)Nc1cc(Cl)ccc1C,0.0%,1.6%,2.8%,1.6%,?,-18.0%,2.7%,-3.0%,0.5%,-6.0%

# Screening results: PubChem, National Center for Advancing Translational Sciences (NCATS)
